Dyrk1A ADPGlo: Dyrk1A (rat) kinase inhibition; Q63470; ADP-Glo luminescence, NFATc1 peptide; inhibition, % at 12.5 µM; actives 0.43% (n = 310,000); AID 504441; in the data active means inhibition above about 50%;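 further: plate controls were vehicle with enzyme for no effect and no enzyme for full effect; many of its hits are not listed in these tables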
HSP90 inh: inhibitors of HSP90 luciferase refolding in rabbit reticulocyte lysate. luciferase refolding luminescence, 3 h. inhibition, % at 5.6 µM. actives 0.91% (n = 290,000). AID 1789;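 active means inhibition above the screen-wide mean plus 3 SD, computed separately per campaign, cut at about 16% in these data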;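 further: 0% = DMSO wells and 100% = 60 µM geldanamycin wells; inhibitors lower the luminescence because luciferase stays unfolded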
aSyn 5UTR inh: MLPCN primary screen, SNCA 5' untranslated region | alpha-synuclein 5'UTR reporter, inhibitor activity | inhibition, % (tested at 7.5 µM) | actives 0.82% (n = 300,000) | AID 1813; in the data active means inhibition above about 60%;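 further: H4 neuroglioblastoma cells stably carrying SNCA 5'UTR luciferase fusion; 0% = DMSO wells and 100% = positive control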
GSK3B inh: inhibitors of human GSK3beta kinase. GST-GSK3beta kinase, ADP-Glo luminescence, 60 min; stronger effect = lower value. activity score (negative = inhibition), % at 10 µM. actives 0.038% (n = 300,000). AID 2097;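 active means more than half of replicate wells score below -50%, meaning over 50% inhibition versus plate controls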;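 further: 0% = median DMSO wells and -100% = median GW8510 positive control wells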
Target sequence (P49841 whole entry, looked up): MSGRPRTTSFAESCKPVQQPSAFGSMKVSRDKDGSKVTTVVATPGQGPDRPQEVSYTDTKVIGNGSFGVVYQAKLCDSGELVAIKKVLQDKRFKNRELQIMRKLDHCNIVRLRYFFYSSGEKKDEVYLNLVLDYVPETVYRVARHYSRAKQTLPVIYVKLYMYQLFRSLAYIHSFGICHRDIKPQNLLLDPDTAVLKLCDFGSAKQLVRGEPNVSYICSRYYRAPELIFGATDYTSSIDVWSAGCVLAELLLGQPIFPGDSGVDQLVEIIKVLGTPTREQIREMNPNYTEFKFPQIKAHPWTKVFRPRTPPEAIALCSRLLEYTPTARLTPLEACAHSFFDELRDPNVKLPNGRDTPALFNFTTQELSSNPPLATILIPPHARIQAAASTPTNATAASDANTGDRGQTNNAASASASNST
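Assay system: GST-tagged human GSK3beta kinase, cell-free; Input: 1.6 ng GSK3beta; Medium: Tris/MgCl2 kinase buffer; Timing: 60 min enzyme reaction, room temperature; Signal: ADP-Glo luminescence quantifying ADP generated by kinase; Evaluation: score relative to plate controls; Benchmarks: DMSO neutral wells and GW8510 at 20 µM as positive.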
KLF5 inhibitor: kruppel-like factor 5 inhibition. DLD-1 KLF5 promoter-luciferase reporter, luminescence. inhibition, % at 5 µM. actives 0.23% (n = 290,000). AID 1700;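 active means inhibition above a per-plate limit of that plate's mean compound inhibition plus 3 SD, cut at about 60% in these data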;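 further: 0% = DMSO wells and 100% = LY294002 at 200 µM; higher means less KLF5 promoter-driven luciferase light; inactives centre near -14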
HSF1 inhib: HSF1 inhibition | NIH3T3-HGL HSE-luciferase, MG132-induced, luminescence 8 h; stronger effect = lower value | activity change, negative = inhibition, % at 7.5 µM (by protocol) | actives 0.77% (n = 300,000) | AID 2098;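 active means more than half of replicate wells show activity change below -50%, luminescence cut by over half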;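 further: luciferase reports HSF-1 transcriptional activity via heat shock element; 0% = median of DMSO wells and -100% = zero luminescence signal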
GSK3A inh: blocks human GSK-3 alpha kinase. ADP-Glo luminescence, 60 min. inhibition, % at 10 µM. actives 0.1% (n = 320,000). AID 2650;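 in the data active means inhibition above about 50%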;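 further: GST-tagged GSK-3 alpha with peptide substrate and 25 µM ATP; 0% = DMSO neutral wells and 100% = GW8510 positive control wells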
Target sequence (P49840 whole entry, looked up): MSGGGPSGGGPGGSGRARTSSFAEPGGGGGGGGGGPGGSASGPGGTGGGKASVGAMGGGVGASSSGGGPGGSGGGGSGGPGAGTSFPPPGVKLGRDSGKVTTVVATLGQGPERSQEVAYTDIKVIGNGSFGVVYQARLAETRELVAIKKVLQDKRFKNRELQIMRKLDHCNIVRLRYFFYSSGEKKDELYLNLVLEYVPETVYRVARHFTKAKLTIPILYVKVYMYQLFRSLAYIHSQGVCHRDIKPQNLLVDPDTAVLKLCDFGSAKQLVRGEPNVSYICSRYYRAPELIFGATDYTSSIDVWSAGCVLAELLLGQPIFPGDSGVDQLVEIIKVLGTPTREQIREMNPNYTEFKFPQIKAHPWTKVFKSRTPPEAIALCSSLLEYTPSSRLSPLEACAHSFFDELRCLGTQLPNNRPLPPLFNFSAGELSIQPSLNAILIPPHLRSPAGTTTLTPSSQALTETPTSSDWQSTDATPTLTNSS
IEC-6 tox: IEC-6 cytotoxicity, counter-screen for KLF5 inhibitors. luminescence viability. AID 1825. inhibition, % at 5 µM. actives 0.78% (n = 290,000); in the data active means inhibition above about 22%;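 further: 0% = plate median of test compound wells and 100% = cytotoxic reference compound wells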
Platelet DG rel: modulates dense granule release in human platelets. human platelet-rich plasma, SFLLRN dense granule ATP release, luminescence. inhibition, %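 (compounds screened at 7.5 µM in platelet-rich plasma)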. actives 0.22% (n = 300,000). AID 1663;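 active means mean replicate score, as percent of positive control, at or above 50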
HSF-1 act: increases HSF-1 driven luciferase reporter signal; NIH3T3-HGL HSF-1 luciferase reporter, MG132, 8 h; 100% = twice DMSO control signal; actives 1.7% (n = 300,000); activation, % at 9 µM; AID 504408;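 active means mean replicate activation of at least 50% with a set share of replicates each reaching 50%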;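 further: 0% = median of the neutral control wells and 100% = twice that signal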
* = called active by the depositor; nt = no result given.

SMILES	Dyrk1A ADPGlo	HSP90 inh	aSyn 5UTR inh	GSK3B inh	KLF5 inhibitor	HSF1 inhib	GSK3A inh	IEC-6 tox	Platelet DG rel	HSF-1 act
COc1cc(C(=O)c2c(C)c(CCC#N)n3ccccc23)cc(OC)c1OC	1	-2	-17	1	18	2	0	4	4	11
CC(=O)C1=C(O)C(=O)OC1c1ccc(Cl)cc1 (centres undefined)	-9	-2	9	8	-28	1	-3	-4	0	9
O=S(=O)(/N=C(/c1ccccc1)N1CCCCCC1)c1ccccc1	nt	0	17	1	-21	3	-1	-2	-17	4
CN1CCN(CCCNC(=O)c2cc3c(-c4ccc(Cl)cc4)nn(C)c3s2)CC1	6	0	-25	1	-33	3	nt	16	17	0
Cc1ccc(CSc2nc3c(c(=O)[nH]c(=O)n3C)n2CCC(C)C)cc1	-1	0	43	-2	-18	9	-2	5	6	11
CSC(=NCc1ccco1)NC#N	-61	-1	8	-5	-39	-12	-1	0	20	-7
CNC(=O)COC(=O)Cc1ccc(Cl)cc1	-1	-2	5	0	-13	1	0	9	-2	16
CCOc1ccc(N2C(=O)C3C(c4ccc(O)cc4)NC(CCSC)(C(=O)OC)C3C2=O)cc1 (centres undefined)	-1	-3	-10	-3	1	7	1	0	2	7
CCN=C1S/C(=C\c2sccc2C)C(=O)N1CC	-3	-10	-20	0	7	11	0	-6	-1	28
COc1cc(N)c(Cl)cc1C(=O)OCC(=O)c1ccc2c(c1)NC(=O)CO2	12	nt	12	-2	nt	7	0	nt	-4	6
Cc1cc(S(=O)(=O)N2CCCC2)ccc1OCC(=O)N1CCOCC1	-2	-2	37	-4	-4	3	0	2	-1	-5
Cc1cccc2sc(NS(=O)(=O)c3ccccc3)nc12	-3	-1	11	6	-11	2	4	-4	8	8
Cc1ccc(CN2CCN(Cc3nc4c(s3)CCCC4)CC2CCO)cc1 (centres undefined)	-26	4	20	0	14	6	-3	4	-4	7
CS(=O)(=O)NCc1csc(-c2ccccc2)n1	-3	-1	-19	3	-20	1	2	-3	6	-1
CCOC(=O)C1CCCN(C(=O)Cn2cnc3sc(C)c(S(=O)(=O)N4CCOCC4)c3c2=O)C1 (centres undefined)	-4	-3	-25	-9	-10	3	2	0	1	29
COc1ccc(-n2c(SCC(=O)Nc3cc(C)on3)nc3ccc(O)cc3c2=O)cc1OC	-8	-1	6	-7	-19	-3	-1	-2	-1	20
COc1ccc2c(c1)CC/C(=C/c1cc(OC)c(OC)c(OC)c1)C2=O	5	-6	-34	-3	-13	3	-2	-10	-10	-15
O=C(CCN1C(=O)/C(=C/c2ccc(F)cc2)SC1=S)Nc1cccnc1	-3	-5	1	-2	-1	-3	-1	-5	-2	2
COCCOC(=O)c1c(N)n(CCCN2CCOCC2)c2nc3ccccc3nc12	nt	-4	0	-2	-10	2	0	0	-14	5
COc1ccc(CNC(=O)c2c(C)nc3ccccn23)cc1	1	2	-18	-2	-31	1	-6	3	-2	5
COc1ccc(CN(C)C(=O)C23CC4CC(CC(C4)C2)C3)c(OC)c1	3	5	35	-1	-3	1	-1	9	-1	-10
CCCCn1cnc2c(c(-c3ccccc3)c(-c3ccccc3)n2Cc2ccco2)c1=N	nt	4	31	-2	29	6	7	-2	2	24
COc1ccc(OC)c(C2C(C(=O)Nc3ccccc3OC)=C(C)Nc3nc(CCCO)nn32)c1 (centres undefined)	3	2	-13	3	-32	-1	-3	3	-4	4
Cc1nc2sc(C(c3cccs3)N3CCN(C(=O)c4ccco4)CC3)c(O)n2n1 (centres undefined)	-3	-4	-7	3	-16	6	-2	-4	-2	16
COc1ccc(-c2nc3ccccc3c(=O)n2CCCN2CCOCC2)cc1	-4	4	-31	1	-11	4	3	3	0	24
Cn1c(=O)n(C)c2cc(NC(=O)CSc3ccccc3)ccc21	12	-6	6	-1	-12	-5	-1	-3	2	6
O=C(O)c1ccc2c(=O)n3c(nc2c1)/C(=C/c1ccc(F)cc1)CC3	nt	2	-73	3	-29	-5	9	-10	-5	14
O=C(O)C1CCC(=O)N(C2CCCCC2)C1c1ccccc1 (centres undefined)	3	6	-9	1	-14	-8	-3	5	-7	18
CC(=O)Nc1ccc(C2=NN(c3ccccc3)C(c3ccccc3)C2)cc1 (centres undefined)	-1	-3	-45	-2	-59	10	-3	3	3	30
Cc1c(C(=O)NCCN(C)C)oc2ccc(S(=O)(=O)N3CCC4(CC3)OCCO4)cc12	-4	-2	7	2	-3	-15	-2	1	2	-7
O=C(CCN1C(=O)/C(=C\c2ccccc2)SC1=S)NNC(=O)c1cccnc1	-5	-1	-4	2	-16	4	-2	-4	-3	-3
O=S1(=O)CCC(NC2CCCC2)C1 (centres undefined)	1	-6	19	-2	-23	-4	-1	-10	-2	13
COc1ccc2nc(SCc3ccccc3)nc(C)c2c1	1	0	-71	-4	-129	42	-2	1	6	69*
CCC(C)NC(=O)Cn1cc(S(=O)(=O)N2CCN(c3ccccc3F)CC2)c2ccccc2c1=O (centres undefined)	-2	-1	12	-1	6	8	-1	3	6	30
COC(=O)c1onc(-c2ccccc2)c1C(=O)OC	-1	1	3	-3	-16	-18	0	-5	-24	-14
Cc1ccc(S(=O)(=O)CCSc2n[nH]c(=O)n2-c2ccccc2)cc1	nt	2	-43	2	-23	8	47	-3	-3	20
O=C1CC(N2CCSCC2)C(=O)N1c1ccc(Br)cc1 (centres undefined)	-4	1	6	-3	-7	-2	-5	-4	5	-4
O=C(Nc1ccc([N+](=O)[O-])cc1)C1CC1(c1ccccc1)c1ccccc1 (centres undefined)	2	-1	6	-3	-12	1	-1	-1	14	5
COC(=O)c1nc(NC(=O)c2ccc(Br)cc2)n[nH]1	1	6	-2	4	-19	-1	0	2	-22	0
N#Cc1ccc(OCC(=O)Nc2cc(S(=O)(=O)N3CCCCC3)ccc2N2CCCCC2)cc1	0	0	26	1	-9	6	-3	-7	-8	7
CCc1ccccc1N1C(=O)c2ccccc2S1(=O)=O	-1	-3	25	-1	-25	9	1	-8	-5	20
Cc1cc(C)c(OCC(=O)Nc2ccccc2N2CCOCC2)c(C)c1	3	2	22	2	11	-4	2	0	5	-7
Cc1cccc(N(CC(=O)N2CCOCC2)S(C)(=O)=O)c1C	4	5	14	1	16	1	-2	4	10	3
Cc1cccc(C(=O)N[C@H](C(=O)Nc2cc(S(=O)(=O)N3CCCCC3)ccc2C)C(C)C)c1	-6	-7	2	3	11	3	1	-4	-8	-5
COc1ccccc1NC(=O)c1ccccc1-c1ccccc1C(=O)O	-4	3	-9	1	-18	2	-4	-3	-1	15

Whole records from above. Order of values: Dyrk1A ADPGlo | HSP90 inh | aSyn 5UTR inh | GSK3B inh | KLF5 inhibitor | HSF1 inhib | GSK3A inh | IEC-6 tox | Platelet DG rel | HSF-1 act
CCc1ccccc1N1C(=O)c2ccccc2S1(=O)=O is listed with -1 | -3 | 25 | -1 | -25 | 9 | 1 | -8 | -5 | 20
COC(=O)c1onc(-c2ccccc2)c1C(=O)OC is listed with -1 | 1 | 3 | -3 | -16 | -18 | 0 | -5 | -24 | -14
O=C(CCN1C(=O)/C(=C\c2ccccc2)SC1=S)NNC(=O)c1cccnc1 is listed with -5 | -1 | -4 | 2 | -16 | 4 | -2 | -4 | -3 | -3

Going on with the list:
SMILES	Dyrk1A ADPGlo	HSP90 inh	aSyn 5UTR inh	GSK3B inh	KLF5 inhibitor	HSF1 inhib	GSK3A inh	IEC-6 tox	Platelet DG rel	HSF-1 act
Cc1cc(C(F)(F)F)nc2c(Cl)c(C(C)(C)C)nn12	nt	1	-9	2	-8	0	-4	6	-13	0
Cc1ccsc1C=Nc1c(C)n(C)n(-c2ccccc2)c1=O	-1	4	10	0	-18	3	-1	3	-49	1
Cc1ccccc1OCC(=O)Nc1ccc2c(c1)C(=O)c1ccccc1C2=O	0	0	-33	1	-28	-3	-3	1	1	19
O=C(O/N=C1\CCCCC1c1ccc([N+](=O)[O-])cc1[N+](=O)[O-])c1c(F)cccc1F (centres undefined)	-5	-2	14	-1	5	-3	-1	1	-1	11
O=Cc1sc(N2CCOCC2)nc1-c1ccccc1	nt	-3	9	-1	-36	-3	1	7	-1	6
CCc1cccc(NC(=S)N(CCOC)C2CCN(C(C)=O)CC2)c1	-1	-5	-11	0	-6	2	2	-8	-3	15
CCCNC(=O)Cn1c(=O)cnc2ccccc21	0	-1	-10	-3	-30	-2	2	0	0	4
O=C(Nc1nc2c(F)c(F)c(F)cc2s1)c1ccco1	-4	3	-179	1	-157	5	-1	0	-9	13
CSc1nc2n(n1)C(c1cccc(F)c1)C(C(=O)Nc1ccc(C)cc1C)=C(C)N2 (centres undefined)	1	-1	-4	2	-7	6	-2	-1	-1	20
Cc1cccc(C)c1NC(=O)c1cc2c(=O)c3ccccc3oc2nc1C(F)(F)F	-7	-3	3	2	-34	9	nt	-4	4	-2
O=C(CCCc1nc2ccccc2s1)NCc1cccnc1	0	0	-35	1	-32	-4	-1	6	-8	20
O=C(CCN1C(=O)/C(=C/c2ccccc2)SC1=S)NNC(=O)c1cccnc1	5	-5	13	2	-5	2	-5	-4	15	-7
O=C(NC(=S)Nc1ccc(NC(=O)c2cccs2)cc1)c1cc2ccccc2o1	0	1	8	-4	-14	-7	0	-6	-11	14
Cc1c(C(=O)Nc2nccs2)sc2nc(-c3cccs3)cc(C(F)(F)F)c12	-2	4	-4	4	3	-19	0	11	9	-12
O=C(O)COCC(=O)N1CCN(C(c2ccccc2)c2ccccc2)CC1	2	0	-23	-25	2	1	-4	2	4	2
CC(C)N(Cc1nccn1C)C(=O)CC1C(=O)NCCN1Cc1ccc(F)cc1 (centres undefined)	0	0	6	nt	-17	-3	-4	6	-6	-5
COc1ccc(S(=O)(=O)NCCCN2CCOCC2)cc1F	nt	-4	12	2	-25	-4	-1	-1	-12	-11
Cn1nnnc1SCC(=O)Nc1cc(C(F)(F)F)ccc1N1CCOCC1	5	-2	-23	1	-25	2	0	0	-16	-3
CCOC(=O)c1ccc(-c2ccc(C(=O)Nc3cccnc3)o2)cc1	3	8	-9	8	-96	13	-2	-6	-3	-9
CCn1cc(C(=O)NCCCN2CCCC(C)C2)c(=O)c2cc(S(=O)(=O)N3CCc4ccccc4C3)ccc21 (centres undefined)	1	-1	-21	3	4	-3	0	1	9	5
Cc1ccc(NC(=O)C2CCCN(S(=O)(=O)c3cccs3)C2)cc1 (centres undefined)	-2	3	8	-5	-4	9	-3	2	-27	0
CCN(CC(=O)NCc1cccs1)C(=O)c1cc(S(=O)(=O)N2CCCCC2)ccc1Cl	-2	nt	9	0	nt	7	-3	nt	4	5
COc1cc2c(cc1OC)/C(=C/C#N)NC(C)(C)C2	20	7	38	0	24	-5	2	6	6	-7
Cc1cc(C)c(C#N)c(Oc2ccccc2)n1	-8	0	23	2	3	7	-1	-1	5	27
CS(=O)(=O)CCC(C(=O)N1CCOCC1)N1C(=O)c2cc(Cl)c(Cl)cc2C1=O (centres undefined)	1	-2	19	1	-16	-1	-5	-12	2	9
COc1ccc(CNC(=O)Cc2nn(C)c(=O)c3ccccc23)cc1	-4	1	nt	4	-2	nt	-1	9	nt	nt

Source: PubChem (several laboratories)

Not all compounds are listed; the hit share may differ from the screen's.
